High-throughput results (PubChem BioAssay)
mHTT CaM bind: disrupts binding of mutant huntingtin to calmodulin; P42858; AlphaScreen His-mHTT/GST-CaM binding, luminescence; inhibition, % at 15 µM; 190,000 compounds, 3.6% hits; AID 1671202;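 further: 0% = both proteins with DMSO and 100% = one protein alone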
Target sequence (P42858 whole entry, looked up, stated change not applied): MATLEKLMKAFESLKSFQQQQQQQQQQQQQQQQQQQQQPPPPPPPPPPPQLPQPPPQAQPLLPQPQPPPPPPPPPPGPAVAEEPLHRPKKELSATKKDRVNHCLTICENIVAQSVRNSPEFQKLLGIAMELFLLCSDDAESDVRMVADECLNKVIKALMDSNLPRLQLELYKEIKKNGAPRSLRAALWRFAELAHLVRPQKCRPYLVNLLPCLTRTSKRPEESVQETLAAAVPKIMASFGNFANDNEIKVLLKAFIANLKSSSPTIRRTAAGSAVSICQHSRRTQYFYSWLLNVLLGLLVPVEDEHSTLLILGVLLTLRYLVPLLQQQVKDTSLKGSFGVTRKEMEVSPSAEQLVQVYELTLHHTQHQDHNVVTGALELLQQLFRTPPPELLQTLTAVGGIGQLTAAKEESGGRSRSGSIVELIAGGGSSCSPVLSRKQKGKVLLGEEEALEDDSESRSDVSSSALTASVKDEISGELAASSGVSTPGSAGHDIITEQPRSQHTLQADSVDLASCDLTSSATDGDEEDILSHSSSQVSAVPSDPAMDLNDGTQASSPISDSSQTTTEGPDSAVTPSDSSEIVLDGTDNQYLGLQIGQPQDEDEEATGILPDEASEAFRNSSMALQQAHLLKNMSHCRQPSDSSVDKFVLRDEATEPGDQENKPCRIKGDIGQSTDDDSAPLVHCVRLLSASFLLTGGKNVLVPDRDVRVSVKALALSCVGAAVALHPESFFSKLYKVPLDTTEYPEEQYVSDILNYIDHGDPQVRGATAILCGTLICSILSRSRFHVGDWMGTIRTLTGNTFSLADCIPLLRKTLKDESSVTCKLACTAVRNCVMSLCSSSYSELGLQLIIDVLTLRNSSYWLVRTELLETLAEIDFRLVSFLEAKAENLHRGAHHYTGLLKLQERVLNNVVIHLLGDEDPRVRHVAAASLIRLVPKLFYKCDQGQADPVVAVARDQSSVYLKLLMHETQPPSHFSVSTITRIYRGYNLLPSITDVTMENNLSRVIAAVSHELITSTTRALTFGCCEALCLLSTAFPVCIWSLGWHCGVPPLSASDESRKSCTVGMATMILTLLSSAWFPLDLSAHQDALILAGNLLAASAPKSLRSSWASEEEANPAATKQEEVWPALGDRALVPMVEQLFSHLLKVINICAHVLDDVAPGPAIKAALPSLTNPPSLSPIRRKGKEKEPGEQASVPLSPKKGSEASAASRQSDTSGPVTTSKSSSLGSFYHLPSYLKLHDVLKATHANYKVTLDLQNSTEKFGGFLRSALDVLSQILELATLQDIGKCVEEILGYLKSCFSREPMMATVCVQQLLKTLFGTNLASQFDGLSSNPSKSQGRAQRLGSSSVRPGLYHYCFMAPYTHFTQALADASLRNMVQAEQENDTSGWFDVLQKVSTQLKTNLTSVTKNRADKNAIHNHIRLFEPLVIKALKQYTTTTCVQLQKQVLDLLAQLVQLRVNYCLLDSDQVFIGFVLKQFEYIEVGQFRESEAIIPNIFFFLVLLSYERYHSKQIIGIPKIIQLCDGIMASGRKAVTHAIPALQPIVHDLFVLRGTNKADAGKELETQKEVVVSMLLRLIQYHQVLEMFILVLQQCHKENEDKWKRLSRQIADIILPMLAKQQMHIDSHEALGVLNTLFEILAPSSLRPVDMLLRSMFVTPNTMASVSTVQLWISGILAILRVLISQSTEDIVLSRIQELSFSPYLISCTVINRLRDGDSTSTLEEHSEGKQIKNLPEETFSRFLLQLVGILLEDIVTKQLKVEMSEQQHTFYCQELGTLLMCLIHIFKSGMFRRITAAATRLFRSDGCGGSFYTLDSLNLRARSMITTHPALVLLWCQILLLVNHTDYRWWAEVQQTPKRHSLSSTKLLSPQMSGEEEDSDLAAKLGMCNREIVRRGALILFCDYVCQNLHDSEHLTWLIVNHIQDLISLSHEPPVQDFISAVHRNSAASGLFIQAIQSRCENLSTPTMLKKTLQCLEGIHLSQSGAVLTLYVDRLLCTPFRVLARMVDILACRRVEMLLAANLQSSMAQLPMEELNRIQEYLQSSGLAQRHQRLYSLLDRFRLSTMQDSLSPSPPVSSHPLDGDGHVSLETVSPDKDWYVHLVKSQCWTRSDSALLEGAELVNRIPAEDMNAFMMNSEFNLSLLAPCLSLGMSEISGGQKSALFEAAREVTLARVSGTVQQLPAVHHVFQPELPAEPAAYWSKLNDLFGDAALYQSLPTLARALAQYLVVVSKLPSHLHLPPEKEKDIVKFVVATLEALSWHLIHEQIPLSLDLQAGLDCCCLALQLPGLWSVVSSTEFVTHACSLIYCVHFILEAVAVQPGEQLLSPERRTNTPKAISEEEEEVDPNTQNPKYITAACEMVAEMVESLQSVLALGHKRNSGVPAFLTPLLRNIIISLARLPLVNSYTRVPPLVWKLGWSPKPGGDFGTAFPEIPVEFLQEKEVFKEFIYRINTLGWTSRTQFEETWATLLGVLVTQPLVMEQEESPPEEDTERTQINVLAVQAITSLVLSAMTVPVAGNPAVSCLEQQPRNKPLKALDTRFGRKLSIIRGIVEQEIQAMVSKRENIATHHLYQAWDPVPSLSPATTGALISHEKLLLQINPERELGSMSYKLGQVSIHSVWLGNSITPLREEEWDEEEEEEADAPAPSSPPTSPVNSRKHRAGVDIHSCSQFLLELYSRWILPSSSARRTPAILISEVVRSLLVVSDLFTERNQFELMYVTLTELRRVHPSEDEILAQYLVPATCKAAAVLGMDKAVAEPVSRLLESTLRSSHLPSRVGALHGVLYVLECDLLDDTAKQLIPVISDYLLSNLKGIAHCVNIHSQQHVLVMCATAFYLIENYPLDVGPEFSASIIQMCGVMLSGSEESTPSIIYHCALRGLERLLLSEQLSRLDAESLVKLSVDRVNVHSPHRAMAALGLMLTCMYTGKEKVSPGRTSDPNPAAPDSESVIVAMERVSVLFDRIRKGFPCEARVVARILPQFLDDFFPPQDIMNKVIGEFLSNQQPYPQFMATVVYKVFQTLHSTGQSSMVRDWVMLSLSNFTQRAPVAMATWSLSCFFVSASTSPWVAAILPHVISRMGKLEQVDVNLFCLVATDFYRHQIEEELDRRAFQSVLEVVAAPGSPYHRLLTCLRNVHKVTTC
Pf apPOL block: Pf-apPOL DNA polymerase inhibition | Recombinant Pf-apPOL, molecular beacon fluorescence, 1.5 h | inhibition, % at 10 µM | 210,000 compounds, 0.25% hits | AID 1794808
* marks the source's active call; other numbers are inactive results; x = not tested or not shown; & = joins results of further samples. No stated cut-off is given here; in the data, active means inhibition above about 50%; inactive means the rest.

Under each structure: mHTT CaM bind | Pf apPOL block
- O=C(NCc1ccc(F)cc1)c1cn(-c2ccc(Cl)cc2)nn1
    -9 | 0
- CC1CCCCN1C(=O)c1ccccc1N1CCC(NC(=O)C2CCC2)CC1 (stereo not drawn)
    8 | -14
- CCCCc1ccc(-n2c(-c3ccc(F)cc3)coc2=O)cc1
    x | 2
- CCN(Cc1ccccc1)Cc1ccncc1
    1 | -3
- O=C(CSC1CCCCC1)Nc1ccccc1Br
    -56 | -1
- CC(NC(=O)c1cn2c(n1)CCCC2)c1ccc(F)cc1 (stereo not drawn)
    10 | -8
- O=C(CN(c1cccc([N+](=O)[O-])c1)S(=O)(=O)c1ccccc1)N1CCCCCC1
    0 | -13
- O=C(Nc1nc2c(s1)CCCC2)c1coc(NC(=O)c2cccs2)n1
    28 | -100
- Cc1[nH]nc2c1C(c1ccc(-c3ccccc3Cl)o1)C(C#N)=C(N)O2 (stereo not drawn)
    50* | -3
- O=C(COc1ccc(F)cc1)N1CCN(C(=O)COc2ccc(F)cc2)CC1
    -2&-7 | 7&-1
- COc1ccccc1NC(=O)N1CCC(CCOc2cccnc2)CC1
    5 | -2
- COc1ccc(OCC(=O)Nc2ccc(S(=O)(=O)Nc3cc(C)ccc3C)cc2)cc1
    2 | 3
- O=C(NCCc1ccccc1)N1CCCC1c1ccccc1Cl (stereo not drawn)
    8 | 9
- CCC(=O)NCCc1csc(C2CCCN(C(=O)c3ccccn3)C2)n1 (stereo not drawn)
    -9 | -7
- CS(=O)(=O)c1ccccc1
    -2 | x
- O=C(NC1CCCCCCC1)C1c2cccn2CC(=O)N1C1CC1 (stereo not drawn)
    3 | 0
- C=CCc1cc(C)ccc1OCCOCCn1cnc2ccccc2c1=O
    -1 | -10
- O=C(Nc1ncc(Cc2ccccc2Cl)s1)c1ccccc1[N+](=O)[O-]
    -1 | 0
- CCOc1ccc(Cn2c(-c3nonc3NC(C)=O)nc3ccccc32)cc1OCC
    2 | 2
- CCCC(=O)c1cc2c(cc(Br)c3oc(C)c(C(=O)OCC)c32)oc1=O
    4 | 3
- COc1cc(Nc2nc(-c3ccc(F)cc3)cs2)c(OC)cc1Cl
    7 | -1
- Cc1nc(C(F)(F)F)ccc1C(=O)NCc1ccc2c(c1)OCO2
    x | 4
- Cc1ccc(C(=O)N2CCC(CCNS(=O)(=O)c3ccccc3)CC2)cc1
    37 | -3
- CC(=O)Nc1ccc(SC[C@H](c2ccccc2)N2CCN(C)CCC2=O)cc1
    4 | -13
- COc1ccc(-c2ccc(C=NNc3c(Cl)cc(Cl)cc3C(F)(F)F)s2)cc1
    x | -3
- NC(=NCc1ccncc1)c1ccc(Cl)cc1
    x | -2
- CCSc1c(C(N)=O)ccc2c1C(=O)c1ccccc1C2=O
    5 | -4
- CCOc1ccc(-c2c(C#N)c(N)nc(SCC(=O)c3ccc(O)c(O)c3)c2C#N)cc1
    69* | -8
- Cc1ccc(NC(=O)NC2CCN(c3cc(C)cc(C)c3)C2=O)cc1 (stereo not drawn)
    -5 | -2
- O=C(O)Cc1nonc1NCn1nnc2ccccc21
    1 | -2
- NC(=O)c1ccc(-n2nnnc2SCC(=O)Nc2ccccc2F)cc1
    2 | -12
- Cc1nnsc1C(=O)N1CCN(Cc2nc3ccccc3[nH]2)CC1
    -15 | -6
- Cc1ccc(-c2nc(S(=O)(=O)c3ccccc3)c(SCC(N)=O)o2)cc1
    6 | -1
- CCCCOc1ccccc1NC(=O)c1ccc(OC)cc1
    -19 | -4
- COc1ccc(CNC23CC4CC(CC(C4)C2)C3)cc1OC
    1 | -2
- Cc1cc2c(=O)n(CC(=O)Nc3cccc(Cl)c3)ccc2s1
    -9 | 4
- O=C(Nc1nccn(-c2ccc(F)cc2)c1=O)c1cccc(Cl)c1
    25 | -1
- COc1ccc(Cl)cc1NC(=O)c1ccccc1NC(=O)c1cccc(C)c1
    0 | 0
- Cc1ccccc1Cc1c(C)nc2nc(SCC(=O)O)nn2c1C
    1 | 37
- CCC(C)(C(=O)NC1CCCC1)N(Cc1cccs1)C(C)=O (stereo not drawn)
    2 | -3
- CCC(=O)Nc1cccnc1-c1ccc(C(=O)NCc2ccc(C)cc2)cc1
    1 | 1
- Cc1cccc(C)c1NC(=O)N1CCC(c2cc(=O)n3nccc3n2C)CC1
    -7 | -1
- O=C(c1ccc2ccccc2n1)N1CCN(c2cc(-c3cccnc3)[nH]n2)CC1
    4 | -4
- O=C(NCc1ccccn1)c1cc2n(n1)CCCN(Cc1ccc(Cl)cc1)C2=O
    15 | 27
- CC(=O)c1ccc(NC(=O)COc2cccc3ccc(N4CCCC4)nc23)cc1
    -16 | -1
- CC1=C/C(=C\c2ccc(-c3ccccc3[N+](=O)[O-])o2)C(=O)O1
    51* | 0
- COc1ccc([N+](=O)[O-])cc1C1OCC(CO)([N+](=O)[O-])CO1 (stereo not drawn)
    7 | -9
- CC(=O)c1ccc(OC(C)C)c(CSc2nc(O)cc(=O)[nH]2)c1
    35 | -5
- COCCCN1COc2ccc3c(=O)c(Oc4ccccc4Br)coc3c2C1
    36 | 4
- O=C(CSC1CN(C(c2ccccc2)c2ccccc2)C1)NNC(=O)c1ccc(Cl)cc1
    x | -2
- CCOC(=O)N1CCC(NC(=O)C2CCCN(c3cc(=O)n(C)c(=O)n3CC)C2)CC1 (stereo not drawn)
    5 | 1
- CCCCN(C)C(=O)CCC1CCN(c2cc(NC3CC3)ncn2)CC1
    8 | -7
- Cc1ccccc1-n1c(=O)n(CC(C)C)c(=O)c2c1ncn2Cc1ccc(F)cc1
    75* | -7
- O=C(NCc1ccc2c(c1)OCO2)c1cc2c(s1)CCN(C(=O)c1ccccc1)C2
    17 | 12
- Cc1ccc(-c2nc(C3CCN(C(=O)COc4ccc(Cl)cc4C)CC3)no2)cc1
    21 | 9
- N=C1NC(=O)/C(=C\c2ccccc2OCc2ccccc2F)S1
    -2 | -6
- CCCCCSc1nnc2c(n1)OC=Nc1ccc(Br)cc1-2
    0 | -10
- O=C(Nc1ccc(Cl)cc1Cl)c1cnc2n(c1=O)CCS2
    -1 | -5
- O=C(NC1=NN(C(=O)Nc2ccccc2)C2(CCCC2)S1)Nc1ccccc1
    41 | x
- Cc1cccc(C)c1OCC(=O)Nc1cccc(C(F)(F)F)c1
    -74 | -2

Next results:
Under each structure: mHTT CaM bind | Pf apPOL block
- Nc1ncnc(N2CCN(C(c3ccccc3)c3ccccc3)CC2)c1[N+](=O)[O-]
    21 | -4
- O=C(NCC(c1ccsc1)N1CCCC1)c1ccccc1F (stereo not drawn)
    3 | 6
- O=C(Nc1cccc2ncccc12)c1ccc(-c2nnc(-c3ccccc3)o2)cc1
    6 | -8
- Nc1cc(S(=O)(=O)O)c(N)c2c1C(=O)c1ccccc1C2=O
    x | 31
- c1ccc(-c2ccccc2OCCN2CCOCC2)cc1
    -2 | 4
- CN(C)S(=O)(=O)Oc1ccc(-c2noc(-c3ccc(Oc4cc(Cl)cc(Cl)c4)o3)n2)cc1
    x | 59*
- C=CCN(c1ccc(C(=O)O)cc1)S(=O)(=O)c1ccc(NC(=O)OC)cc1
    -3 | 15
- Cc1nc(SCc2ccccc2)n(C)c(=O)c1Cc1ccc(F)cc1
    -20 | -2
- COc1ccc(CNC(=O)C2(C)Cc3ccccc3C(=O)N2Cc2ccc(OC)cc2)cc1 (stereo not drawn)
    1 | -5
- Cc1cccc(CNC(=O)C2(c3ccc(NS(C)(=O)=O)cc3)CCCCC2)c1
    -13 | -5
- O=C(Nc1ccc2c(c1)oc1ccccc12)c1cccc([N+](=O)[O-])c1
    5 | -4
- CCNC(=O)N1CCCC(c2cccc(C(=O)NCC3CCCCC3)c2)C1 (stereo not drawn)
    9 | -11
- COc1ccc(C(=O)N2CCCc3ccccc32)cc1
    -7 | -1
- CC(=O)Nc1cccc(N2CC(C(=O)Nc3cccc(Cl)c3)CC2=O)c1 (stereo not drawn)
    12 | 1
- COc1cccc(NC(=O)CSc2nc3nc(C)c(Cc4ccccc4)c(C)n3n2)c1
    22 | -17
- COc1ccccc1Nc1nc(N2CCCC2)nc(N2CCCC2)n1
    -18 | -6
- O=C(OCc1cn(-c2cccc(Cl)c2Cl)nn1)c1c(F)cccc1F
    x | -4
- Cc1nn(C)c(C)c1Nc1ccc(N2C(=O)C3C4C=CC(C4)C3C2=O)cc1[N+](=O)[O-] (stereo not drawn)
    14 | -10
- Clc1ccc(CSc2ncn[nH]2)cc1
    -5 | 8
- CC(Cc1ccco1)NS(=O)(=O)c1cccc(C(F)(F)F)c1 (stereo not drawn)
    -13 | -1
- O=C1CC(C(=O)N2CCN(C3CCCCC3)CC2)CN1CCc1ccccc1 (stereo not drawn)
    4 | -10
- CCOc1ccc(-c2nocc2C(N)=O)cc1
    0 | -1
- COc1cccc(CC(=O)N2CC3CC2CC3NS(C)(=O)=O)c1 (stereo not drawn)
    -4 | 3
- COc1ccccc1OCC(=O)OCc1cc(-c2ccc3c(c2)CC(C)O3)on1 (stereo not drawn)
    -39 | 2
- O=C(CSc1ccccc1)Nc1cccc(C(=O)c2ccccc2)c1
    -17 | 3
- O=S1(=O)N=C(c2ccc(Br)cc2)Nc2ccccc21
    -6 | -1
- Cc1ccc(-n2nc3c(c2NC(=O)c2ccco2)CS(=O)(=O)C3)c(C)c1
    1 | -6
- CCc1ccccc1NC(=O)CSc1nc2[nH]ncc2c(=O)n1-c1cccc(Cl)c1
    26 | -10
- O=C(CC1Sc2ccc(C(F)(F)F)cc2NC1=O)Nc1cccc([N+](=O)[O-])c1 (stereo not drawn)
    18 | 11
- O=C(Nc1c2c(nn1-c1ccc(F)cc1)CSC2)c1ccc([N+](=O)[O-])cc1
    2 | -10
- CCOc1ccc(-n2c(C)nc3cc(C(=O)NCc4cccnc4)ccc32)cc1
    10 | -3
- CS(=O)(=O)Oc1ccc2c(c1)OC(=CC=Cc1ccccc1)C2=O
    15 | -3
- O=C(Cc1ccc(F)cc1)N1CCCC1c1ccc(Cl)cc1 (stereo not drawn)
    -3 | -1
- COc1ccc(C2=C(C)C(=O)OC(c3ccccc3)O2)cc1 (stereo not drawn)
    -2 | -4
- COc1ccc(CC(C)(O)CNC(=O)C23CC4CC(CC(C4)C2)C3)cc1 (stereo not drawn)
    5 | 1
- O=S1(=O)CC(N2CC=CC2)CN1C1CCCCC1 (stereo not drawn)
    -1 | -2
- O=C(Nc1ccccc1C(=O)NC(Cc1ccccc1)C(=O)O)c1ccco1 (stereo not drawn)
    8 | -5
- CC1=C(C(=O)Nc2ccccc2C)C2(CCCCC2)OC1=O
    -6 | 0
- COc1ccccc1/C=C1\N=C(c2ccc(OC)c(OC)c2)N(c2ccccc2)C1=O
    -23 | -8
- O=C(NC12CC3CC(CC(C3)C1)C2)c1ccccc1
    -2 | -4
- CCCCN(CC)C(=O)c1ccc(Br)cc1
    -18 | 4
- NC(=O)c1ccc[n+](CC(=O)Nc2ccccc2C(=O)O)c1
    2 | 0
- CC(C)C(NS(=O)(=O)c1cccs1)C(=O)Nc1nc(C(C)(C)C)cs1 (stereo not drawn)
    6 | -16
- COc1ccc(Cc2nnc(SCC(=O)Nc3cc(C(F)(F)F)ccc3Cl)o2)cc1
    -10 | -4
- COc1cccc(NC(=O)Nc2nc3ccc4sc(C)nc4c3s2)c1
    1 | -5
- COc1ccc(Nc2ncc3c(n2)CCN(Cc2cc(OC)c(OC)c(OC)c2)C3)cc1
    0 | -4
- CCCN(CCO)Cc1ccccc1
    -1 | 2
- Clc1ccc2c(c1)SS(Cl)=N2 (stereo not drawn)
    55* | x
- CC(C)Oc1ccc(C(=O)Nc2c3c(nn2-c2cccc(Cl)c2)CSC3)cc1
    7 | -6
- O=C(O)/C(=C\c1cccc([N+](=O)[O-])c1)NC(=O)c1ccc(Br)o1
    -1 | -23
- Cc1c(CCCN)c2ccccc2n1-c1ccccc1
    50* | -6
- Cc1cc(NC(=O)C2CCN(C(=O)c3cc(-c4ccccc4)on3)CC2)no1
    -14 | -4
- NCc1cccc(-n2cccn2)c1
    2 | 3
- COc1ccc(NC(=O)NC(c2ccccc2)c2ccccc2)cc1OC
    62* | -5
- CC(=O)N1CCc2cc(N3CC(C(=O)Nc4cc(F)ccc4F)CC3=O)ccc21 (stereo not drawn)
    5 | -4
- CCCNc1cc(N2CCC(CCC(=O)NCc3ccc(F)c(Cl)c3)CC2)ncn1
    0 | -5
- COc1ccccc1C(=O)Nc1sc2c(c1C(N)=O)CCCC2
    5 | -11
- CN(C)C=C1C(=O)N(c2ccccc2)N=C1C(F)(F)F
    x | -1&9
- CCOc1ccc(S(=O)(=O)N2CCCCC2)cc1-c1nc2c(C(C)(C)C)nn(C)c2c(=O)[nH]1
    -1&-3 | -5&-15
- COc1ccc(CCC(=O)N2CCc3c(c(COCc4ccccc4C)nn3C)C2)cc1
    17 | -2

Of the compounds above, these contain a cyano group.
Under each structure: mHTT CaM bind | Pf apPOL block
- Cc1[nH]nc2c1C(c1ccc(-c3ccccc3Cl)o1)C(C#N)=C(N)O2 (stereo not drawn)
    50* | -3
- CCOc1ccc(-c2c(C#N)c(N)nc(SCC(=O)c3ccc(O)c(O)c3)c2C#N)cc1
    69* | -8

Single records (already shown).
Clc1ccc2c(c1)SS(Cl)=N2 (stereo not drawn) as listed: mHTT CaM bind = 55*; Pf apPOL block = x
COc1ccccc1C(=O)Nc1sc2c(c1C(N)=O)CCCC2 as listed: mHTT CaM bind = 5; Pf apPOL block = -11

In the list so far, 2 contain a tert-butyl group:
Under each structure: mHTT CaM bind | Pf apPOL block
- CC(C)C(NS(=O)(=O)c1cccs1)C(=O)Nc1nc(C(C)(C)C)cs1 (stereo not drawn)
    6 | -16
- CCOc1ccc(S(=O)(=O)N2CCCCC2)cc1-c1nc2c(C(C)(C)C)nn(C)c2c(=O)[nH]1
    -1&-3 | -5&-15

Next section
Under each structure: mHTT CaM bind | Pf apPOL block
- Cn1c(=O)c(C(=O)N2CCCC2)nc2ccccc21
    3 | 0
- CCn1c(N2CCC(C(=O)NC3CCCCC3)CC2)cc(=O)n(C)c1=O
    31 | -4
- COCCC1CCN(C(=O)c2nn(C)c3ccccc23)CC1
    -7 | -2
- O=C(C=Cc1cccs1)NC(=S)NNC(=O)Cn1nnc(-c2cc(C(F)(F)F)cc(C(F)(F)F)c2)n1
    x | -321
